Compound activity (PubChem)
Runt-CBFb FRET: Runt domain-CBFb interaction inhibition | AID 1496 | actives 0.46% (n = 220,000) | Cerulean-Runt/Venus-CBFb FRET ratio 530/480, 1 h | inhibition, % at 20 µM;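 active means inhibition over about 50% at 20 µM in the single-dose screen, limit read from the data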;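 further: 0% = DMSO wells and 100% = excess unlabeled CBFb competitor control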
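Measured by: fluorescence energy transfer, 422 nm excitation, 530/480 nm emission; Assay system: Cerulean-Runt domain; Medium: Tris pH 7.5 buffer with BSA; Measure: loss of energy transfer signal; Controls: 5 µM unlabeled CBFb as full-inhibition high control; Incubation: protein complex preformed 1 h, compound exposure 1 h, room temperature, dark.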
NPY2 pot ag: human NPY-Y2 potentiation or agonism, primary screen. P49146. cells expressing NPY-Y2, potentiator/agonist read-out. activation, % at 3.6 µM. actives 0.45% (n = 220,000); in the data active means activation above about 27%;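 further: cells stimulated with NPY near EC25 plus isoproterenol at EC100; 0% = vehicle plus submaximal agonist and 100% = vehicle plus saturating agonist; some results beyond the cut were filed as inactive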
Target sequence (P49146 whole entry, looked up): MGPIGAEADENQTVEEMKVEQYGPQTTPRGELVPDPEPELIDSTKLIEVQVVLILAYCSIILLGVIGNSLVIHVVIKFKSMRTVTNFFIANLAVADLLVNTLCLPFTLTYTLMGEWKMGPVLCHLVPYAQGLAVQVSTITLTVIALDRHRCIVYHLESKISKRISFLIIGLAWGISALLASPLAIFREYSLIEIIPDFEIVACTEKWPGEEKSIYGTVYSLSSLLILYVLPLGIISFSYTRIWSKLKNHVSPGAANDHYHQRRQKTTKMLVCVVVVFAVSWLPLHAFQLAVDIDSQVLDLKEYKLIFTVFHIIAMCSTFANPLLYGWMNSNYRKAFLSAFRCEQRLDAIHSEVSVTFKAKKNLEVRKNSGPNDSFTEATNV
S1P4 ag: agonists of human S1P4 receptor. S1P4-expressing cell line, agonist reporter assay. activation, % at 4.98 µM. AID 1509. actives 0.35% (n = 220,000). O95977; in the data active means activation above about 11%;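 further: 0% = DMSO vehicle and 100% = reference agonist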
Target sequence (O95977 whole entry, looked up): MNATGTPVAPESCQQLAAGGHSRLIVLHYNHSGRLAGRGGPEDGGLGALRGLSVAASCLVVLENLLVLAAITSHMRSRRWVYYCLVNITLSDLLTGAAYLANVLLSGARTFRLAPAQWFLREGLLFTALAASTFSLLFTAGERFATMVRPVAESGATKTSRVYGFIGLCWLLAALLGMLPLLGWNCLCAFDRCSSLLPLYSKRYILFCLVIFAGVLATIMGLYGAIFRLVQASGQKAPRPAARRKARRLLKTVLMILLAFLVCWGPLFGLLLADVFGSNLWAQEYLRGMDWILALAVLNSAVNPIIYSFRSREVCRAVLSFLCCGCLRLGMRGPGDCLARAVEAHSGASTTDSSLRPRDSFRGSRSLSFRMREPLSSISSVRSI
BaF3 parental: parental Ba/F3 viability inhibition as JAK2V617F counter-screen. AID 1486. CellTiter-Glo ATP luminescence. inhibition, % at 5.6 µM. actives 1.1% (n = 220,000);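 active means inhibition above a per-campaign cutoff, the mean inhibition of all tested compounds plus 3 SD, cut at about 27% in these data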;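 further: 0% = DMSO wells and 100% = JAK Inhibitor I control wells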
RBBP9 inhibitor: human RBBP9 hydrolase inhibition. O75884. recombinant RBBP9, FP-Rh probe fluorescence polarization. inhibition, % at 7.94 µM. actives 0.2% (n = 220,000). AID 1515;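 active means inhibition above the campaign mean of all tested compounds plus 3 SD, cut at about 14% in these data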;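 further: plate controls were DMSO wells with RBBP9 for no effect and wells lacking RBBP9 protein for full effect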
Target sequence (O75884 whole entry, looked up): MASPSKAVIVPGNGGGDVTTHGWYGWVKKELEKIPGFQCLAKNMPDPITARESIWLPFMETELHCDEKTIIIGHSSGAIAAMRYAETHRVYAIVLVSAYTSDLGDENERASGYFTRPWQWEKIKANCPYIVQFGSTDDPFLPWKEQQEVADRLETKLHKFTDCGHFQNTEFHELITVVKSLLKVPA
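Material: RBBP9 protein. Amount: RBBP9 at 2.5 µM in dispensed solution, before mixing. Schedule: 30 min then 45 min, 25 °C. Medium: Tris buffer pH 8.0, NaCl, Pluronic. Measured by: fluorescence polarization. Measure: percent inhibition from mP, scaled between DMSO and no-protein wells. Replication: one well per compound.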
Ba/F3 V617F tox: lowers viability of Ba/F3 cells expressing EpoR and JAK2V617F; actives 1.1% (n = 220,000); ATP luminescence; inhibition, % at 5.6 µM;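 active means inhibition above the campaign mean plus 3 SD over all tested compounds, cut at about 24% in these data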;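 further: cytokine-independent growth of Ba/F3 cells driven by EpoR plus mutant JAK2; 0% = DMSO-treated cells and 100% = JAK inhibitor I control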
NPY1 pot ag: human NPY-Y1 potentiation or agonism, primary screen | P25929 | NPY-Y1 expressing cells, potentiator/agonist activation | activation, % at 3.6 µM | actives 0.37% (n = 220,000) | AID 1304; in the data active means activation above about 33%, passing the limit was not always enough;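 further: cells stimulated with NPY at EC10 then isoproterenol at EC100; 0% = low agonist plus stimulus and 100% = saturating agonist plus stimulus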
S1P4 antag: human S1P4 receptor antagonism. O95977. S1P4-expressing cells, antagonist mode, reporter read-out. inhibition, % at 4.98 µM. actives 0.26% (n = 220,000). AID 1510; in the data active means inhibition above about 29%;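 further: 0% = wells stimulated with agonist and 100% = vehicle wells without agonist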
NPY-Y1 antag: NPY-Y1 (human) receptor antagonism; HEK293-CNG Y1 cells, membrane potential fluorescence; NPY at EC95, then isoproterenol; P25929; inhibition, % at 3.6 µM; AID 1040; actives 1% (n = 200,000);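 active means inhibition above the campaign mean inhibition of all tested compounds plus 3 SD, cut at about 20% in these data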;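 further: 0% = DMSO wells given NPY plus isoproterenol and 100% = isoproterenol alone without NPY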
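Material: HEK293 Y1/CNG channel cell line; also added: NPY (25 nM), isoproterenol (1 µM), Ro 20-1724 (25 µM); doses: one concentration, 3.6 µM, in 0.4% DMSO; schedule: compound incubation 1 h at room temperature, readout 45 min post-stimulation; technique: membrane potential fluorescence; measure: fluorescence ratio normalized to % inhibition between controls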
The depositor's hits bear a star; nt = no result given.

1: COCCn1c(=N)c(C(=O)NCc2ccco2)cc2c(=O)n3ccccc3nc21
2: COc1ccc(-n2cc(C(=O)O)c3ccccc3c2=O)cc1
3: COc1cc(OC)cc(-c2nnc(SCC(=O)Nc3cccc(C(=O)O)c3)s2)c1
4: CCCc1cc(=S)n2c([nH]c3ccccc32)c1C#N
5: CCCCOC(=O)Nc1ccc(N2CCOCC2)cc1
6: COc1ccc(Cn2nnc3c(=O)[nH]c(C4CCCN(C(=O)c5ccccc5)C4)nc32)cc1 (centres undefined)
7: CC(C)OC(=O)CCNc1n[nH]c(=O)[nH]c1=O
8: CCOC(=O)c1c(NC(=O)COC(=O)Cn2cnc3ccccc32)sc(C)c1C

Compound | 1 | 2 | 3 | 4 | 5 | 6 | 7 | 8
Runt-CBFb FRET | 11 | 0 | -2 | 34 | 0 | -4 | 0 | 1
NPY2 pot ag | 8 | -3 | 7 | -26 | 2 | -20 | 3 | 10
S1P4 ag | 5.6 | 1.6 | 1.2 | -0.9 | -3.5 | -0.7 | 0.4 | 0.1
BaF3 parental | 3 | 1 | 1 | 4 | 6 | 6 | 4 | 6
RBBP9 inhibitor | -6 | -7 | 1 | -4 | -3 | -3 | -8 | -1
Ba/F3 V617F tox | -5 | 0 | 2 | -3 | -2 | -1 | -3 | -1
NPY1 pot ag | 13 | -12 | -12 | -7 | 17 | -6 | 6 | 3
S1P4 antag | -10 | -4 | -19 | 21 | -12 | 0 | -14 | -1
NPY-Y1 antag | 9 | 1 | 1 | nt | 7 | 8 | 7 | -3

9: CCN(CC)CCCC(C)NC(=O)c1ccc(C(F)(F)F)cc1 (centres undefined)
10: O=C(NCc1ccc2c(c1)OCO2)c1ccc(=O)[nH]c1
11: Cc1ccc(C(=O)N/N=C/c2cn(Cc3ccccc3)c3ccccc23)cn1
12: c1cc2nncn2nc1N1CCCC1
13: Cc1ccccc1-c1cccc([C@@H]2C[C@H]3CN(Cc4cccnc4)C(=O)[C@]34CCCN24)c1
14: O=C(CN1C(=O)CSc2ccc(C(F)(F)F)cc21)Nc1ccccc1
15: CCCN1C2CCCC1CC(NC(=S)Nc1cccc(C)c1C)C2 (centres undefined)
16: O=C(O)CCC1(C(=O)O)OCCc2ccccc21 (centres undefined)

Compound | 9 | 10 | 11 | 12 | 13 | 14 | 15 | 16
Runt-CBFb FRET | 3 | 0 | -6 | -1 | -4 | 0 | 0 | 2
NPY2 pot ag | 5 | -3 | -7 | -8 | 5 | -2 | -7 | 1
S1P4 ag | 0.5 | 2.1 | 1.1 | 2.6 | 2.2 | 0.2 | -1.2 | -2.5
BaF3 parental | 7 | 4 | 2 | 2 | 4 | -1 | -4 | 3
RBBP9 inhibitor | -3 | -6 | 3 | -2 | 3 | 0 | 6 | -3
Ba/F3 V617F tox | -2 | 0 | -2 | 0 | 1 | 2 | 5 | -2
NPY1 pot ag | 5 | -24 | 19 | 8 | 2 | -5 | 4 | -21
S1P4 antag | 7 | -10 | -5 | -9 | -14 | 8 | -5 | -2
NPY-Y1 antag | 5 | 3 | nt | 0 | 5 | nt | nt | 1

17: CC(C)OCCCNC(=S)Nc1ccc(S(N)(=O)=O)cc1
18: Cc1ccc2nsnc2c1NC(=O)c1sc2ccccc2c1Cl
19: C/C(NCc1ccccc1)=C(\C#N)C(=O)NCc1ccccc1
20: CCCNC(=O)COC(=O)c1cc(C)nc2ccccc12
21: O=C(NNC1=C(C(=O)C(F)(F)F)CCC1)c1ccccc1O
22: N#CC(C#N)=NNc1ccc(S(=O)(=O)N2CCCCC2)cc1
23: CC(C)(C)OC(=O)N[C@@H](Cc1c[nH]c2ccccc12)c1nnc(SCC(N)=O)o1
24: Cc1cccc(NC(=S)Nc2cccc(C(F)(F)F)c2)n1

Compound | 17 | 18 | 19 | 20 | 21 | 22 | 23 | 24
Runt-CBFb FRET | 59* | -1 | 0 | 1 | -1 | -8 | -1 | 7
NPY2 pot ag | 5 | 6 | -29 | -4 | -14 | 10 | 16 | -6
S1P4 ag | 0.9 | 0.3 | -1.0 | -1.4 | 0.3 | -1.5 | 1.5 | -1.6
BaF3 parental | -1 | 3 | 7 | 2 | 6 | 1 | 0 | 13
RBBP9 inhibitor | 1 | -1 | -2 | -4 | 1 | -9 | -3 | -4
Ba/F3 V617F tox | -6 | -2 | 7 | -2 | 0 | 0 | -5 | 4
NPY1 pot ag | 5 | -5 | -27 | -12 | -1 | 16 | 8 | -14
S1P4 antag | -11 | -21 | -10 | -17 | -3 | 1 | 8 | -17
NPY-Y1 antag | -3 | 6 | 3 | 1 | 1 | 0 | 2 | 4

25: Cc1cccn2c(=O)c3cc(C(=O)NCCCn4ccnc4)n(C)c3nc12
26: CC(C)c1ccc(CN2CCC(C(=O)NCc3cccnc3)CC2)cc1
27: CCOC(=O)c1ccc(N2C(=O)C(O)=C(C(C)=O)C2c2ccccc2)cc1 (centres undefined)
28: COC(=O)c1cc(OC)c(OC)cc1NC(=O)c1ccc(Br)o1
29: Cc1nnc(SCC(=O)N2CCC(C(N)=O)CC2)s1
30: CCc1ccc(NS(=O)(=O)c2cccc3nonc23)cc1
31: CCCC/C(C)=N\NC(=O)CNS(=O)(=O)c1ccc([N+](=O)[O-])cc1
32: O=S(=O)(Cc1cnc(Cl)s1)c1ccccc1

Compound | 25 | 26 | 27 | 28 | 29 | 30 | 31 | 32
Runt-CBFb FRET | 2 | 2 | 0 | nt | -1 | -1 | 0 | -1
NPY2 pot ag | 6 | -19 | -1 | 0 | 9 | 12 | -5 | -6
S1P4 ag | -1.2 | 0.5 | -0.9 | -2.5 | -0.9 | -1.1 | 0.6 | 1.7
BaF3 parental | 5 | 4 | 1 | 3 | 2 | 5 | 2 | 2
RBBP9 inhibitor | -2 | -5 | -6 | 0 | -5 | -5 | 6 | -10
Ba/F3 V617F tox | -2 | -3 | -1 | -2 | -2 | 0 | -1 | -2
NPY1 pot ag | -1 | -4 | -5 | -18 | -15 | 12 | 11 | 5
S1P4 antag | -8 | 4 | -1 | -5 | 1 | -29 | -20 | -17
NPY-Y1 antag | 3 | 6 | -1 | 2 | 2 | 3 | -6 | 0

33: NC1=NC(=O)/C(=C/c2cn(CCC(=O)O)nc2-c2ccc(F)cc2)S1
34: OCCC1CN(Cc2nc(-c3ccc(F)cc3)cs2)CCN1CCc1ccccc1 (centres undefined)
35: CC1=C/C(=N\OS(=O)(=O)c2ccccc2)C(C(C)C)=CC1=O
36: CN(C)/C=C/C(=O)c1ccc(Oc2ccccc2)cc1
37: COCCNC(=O)CN(c1cc(C(F)(F)F)ccc1Cl)S(C)(=O)=O
38: CC(C)c1ccc(OCC(=O)NC(=S)Nc2ccc3c4c(cccc24)CC3)cc1
39: S=c1[nH]c(-c2ccccc2)cs1
40: COc1ccccc1-c1ccc(=O)n(CC(=O)Nc2ccc(C(=O)N3CCCC3)cc2)n1

Compound | 33 | 34 | 35 | 36 | 37 | 38 | 39 | 40
Runt-CBFb FRET | 0 | -4 | 22 | 0 | -2 | 2 | 45 | -1
NPY2 pot ag | 5 | -12 | 31* | -7 | -8 | 4 | -10 | -26
S1P4 ag | 2.0 | 0.6 | -1.3 | -3.1 | 1.7 | 0.1 | 0.9 | 1.8
BaF3 parental | -1 | 4 | 78* | 6 | 5 | 5 | 11 | 5
RBBP9 inhibitor | -8 | -6 | -5 | 9 | -1 | -8 | 0 | 7
Ba/F3 V617F tox | 2 | 3 | 86* | -2 | 7 | -2 | 4 | -1
NPY1 pot ag | -3 | -18 | 30 | -6 | -6 | -12 | -18 | 1
S1P4 antag | -30 | -10 | 7 | -16 | -7 | -3 | -8 | 3
NPY-Y1 antag | -4 | 3 | -6 | -1 | 2 | -3 | 2 | 6

41: CSc1nc2ccccc2n1CC(=O)N1CCCCC1
42: CCCc1nnc(SCC(=O)N2CCCC2)n1CC1CCCO1 (centres undefined)
43: O=C(c1ccc(OCC2CCCO2)cc1)N1CCN(c2ccccc2)CC1 (centres undefined)
44: C=C(C)C1Cc2c(C)nn(-c3ccccc3)c2C1 (centres undefined)
45: Nc1ccc(Oc2ccccc2F)nc1
46: Cn1cnnc1SCc1ccc(C(=O)O)cc1
47: COc1ccccc1N1CCN(C(=O)c2ccc(Cn3c(=O)[nH]c4ccsc4c3=O)cc2)CC1
48: CC(=O)NS(=O)(=O)c1ccc(NC(=O)c2ccccc2F)cc1

Compound | 41 | 42 | 43 | 44 | 45 | 46 | 47 | 48
Runt-CBFb FRET | 1 | 1 | 0 | -2 | 18 | -1 | -1 | 0
NPY2 pot ag | 0 | -8 | -19 | 17 | -9 | -4 | 11 | 13
S1P4 ag | 1.0 | 1.2 | 0.3 | 0.1 | 0.3 | -0.1 | -0.2 | 1.5
BaF3 parental | 4 | -3 | 2 | 1 | 1 | 9 | 5 | 1
RBBP9 inhibitor | -2 | 1 | -2 | -6 | -7 | 1 | -3 | -9
Ba/F3 V617F tox | 0 | -4 | 0 | -4 | -1 | -1 | 0 | -2
NPY1 pot ag | 8 | -17 | 8 | 3 | 4 | 0 | 31 | 13
S1P4 antag | -21 | -1 | 15 | -34 | 3 | -5 | 10 | -13
NPY-Y1 antag | 1 | -1 | 6 | -6 | nt | -2 | nt | -4

Taken from the listing, 5 compounds:
41: CSc1nc2ccccc2n1CC(=O)N1CCCCC1
42: CCCc1nnc(SCC(=O)N2CCCC2)n1CC1CCCO1 (centres undefined)
43: O=C(c1ccc(OCC2CCCO2)cc1)N1CCN(c2ccccc2)CC1 (centres undefined)
44: C=C(C)C1Cc2c(C)nn(-c3ccccc3)c2C1 (centres undefined)
45: Nc1ccc(Oc2ccccc2F)nc1

Compound | 41 | 42 | 43 | 44 | 45
Runt-CBFb FRET | 1 | 1 | 0 | -2 | 18
NPY2 pot ag | 0 | -8 | -19 | 17 | -9
S1P4 ag | 1.0 | 1.2 | 0.3 | 0.1 | 0.3
BaF3 parental | 4 | -3 | 2 | 1 | 1
RBBP9 inhibitor | -2 | 1 | -2 | -6 | -7
Ba/F3 V617F tox | 0 | -4 | 0 | -4 | -1
NPY1 pot ag | 8 | -17 | 8 | 3 | 4
S1P4 antag | -21 | -1 | 15 | -34 | 3
NPY-Y1 antag | 1 | -1 | 6 | -6 | nt

Additional records:
49: CCOc1cc(NC(=S)NCCCN(C)C)c(OCC)cc1NC(=O)C1CC1
50: O=C(CSc1nnc(Cc2cc(=O)[nH]c(=O)[nH]2)n1-c1ccccc1)N1CCCCC1
51: CCC(C(=O)N1CC2(C)CC1CC(C)(C)C2)N1C(=O)c2ccccc2C1=O (centres undefined)
52: Cc1ccc(Nc2nc3nonc3[nH]c2=O)cc1Cl

Compound | 49 | 50 | 51 | 52
Runt-CBFb FRET | 1 | 2 | -1 | -1
NPY2 pot ag | -3 | 3 | -2 | 0
S1P4 ag | 0.6 | 0.2 | 3.2 | -0.2
BaF3 parental | 3 | 6 | 3 | 4
RBBP9 inhibitor | -4 | -3 | -4 | -4
Ba/F3 V617F tox | 2 | -4 | 1 | 1
NPY1 pot ag | 13 | -7 | -3 | -12
S1P4 antag | 0 | -12 | -5 | 4
NPY-Y1 antag | -2 | 3 | 4 | -2

An unsorted share of the library; any-hit rate near 3.6%.
